# From PubChem BioAssay
# TEAD-YAP inh: TEAD-YAP interaction inhibition, primary screen, TEAD-YAP interaction inhibitor project, luminescence, HEK-TIYL cells; TEAD-Gal4/YAP UAS-luciferase luminescence; inhibition, % at 9.12 µM; 640,000 tested, 1.4% active; AID 1259422, 2018; in the data active means inhibition above about 32%;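 further: 0% = median of test compound wells and 100% = reference inhibitor wells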
# GPR151 ag: activators of human GPR151, primary screen, cell-based, PathHunter beta-arrestin, luminescence; G-protein coupled receptor 151 (Homo sapiens), Q8TDV0; PathHunter beta-arrestin GPR151 cells; activation, % at 11.2 µM; 650,000 tested, 1% active; AID 1508602, 2020; in the data active means activation above about 4.9%;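 further: 0% = median of compound wells and 100% = cells with positive control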
# MITF inh: MITF inhibitors, primary screen, biochemical, AlphaScreen, human; Microphthalmia-associated transcription factor (Homo sapiens), O75030; inhibition, % at 2.6 µM; 650,000 tested, 0.91% active; AlphaScreen MITF homodimerization, bead proximity signal; AID 1259374, 2018; in the data active means inhibition above about 50%;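 further: 0% = vehicle wells with protein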
# FBW7 act: FBW7 E3 ligase activators, primary screen, biochemical, AlphaScreen, human; F-box/WD repeat-containing protein 7 (Homo sapiens), Q969H0; AlphaScreen FBW7–phospho-cyclin E peptide binding, activator screen; normalized activity (activation), % at 26.1 µM; 650,000 tested, 0.13% active; in the data active means normalized activity above about 1.9%;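 further: purified mutant Fbw7 with reduced substrate affinity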
# Target sequence (Q969H0 whole entry, looked up): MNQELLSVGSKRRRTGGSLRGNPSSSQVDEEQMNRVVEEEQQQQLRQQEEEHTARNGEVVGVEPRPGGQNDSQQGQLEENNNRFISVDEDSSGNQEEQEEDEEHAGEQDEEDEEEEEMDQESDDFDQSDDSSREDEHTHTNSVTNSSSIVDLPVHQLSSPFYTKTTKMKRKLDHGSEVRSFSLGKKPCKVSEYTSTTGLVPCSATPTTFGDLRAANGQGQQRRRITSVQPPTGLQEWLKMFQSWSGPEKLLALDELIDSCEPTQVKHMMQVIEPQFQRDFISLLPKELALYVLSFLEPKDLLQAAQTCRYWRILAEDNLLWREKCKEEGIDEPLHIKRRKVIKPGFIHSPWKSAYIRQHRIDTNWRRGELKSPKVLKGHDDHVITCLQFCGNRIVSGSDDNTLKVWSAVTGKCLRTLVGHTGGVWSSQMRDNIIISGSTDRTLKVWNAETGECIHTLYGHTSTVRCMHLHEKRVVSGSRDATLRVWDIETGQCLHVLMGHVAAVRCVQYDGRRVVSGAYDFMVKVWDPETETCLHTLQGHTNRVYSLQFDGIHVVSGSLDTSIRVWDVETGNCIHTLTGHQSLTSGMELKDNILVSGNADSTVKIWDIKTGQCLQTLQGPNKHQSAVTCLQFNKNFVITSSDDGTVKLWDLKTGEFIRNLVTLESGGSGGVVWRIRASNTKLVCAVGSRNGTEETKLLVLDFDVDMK
# Numbers without * were called inactive; . = not tested or not shown. Random draw from the library (roughly 3.5% active in at least one column).
SMILES,TEAD-YAP inh,GPR151 ag,MITF inh,FBW7 act
COC(=O)c1ccccc1NS(=O)(=O)c1ccc2c(c1)SCCN2C(C)=O,-10,-0.4,-17,-0.2
CC(=O)N1N=C(c2ccc(Cl)cc2Cl)OC12CCCC2,9,0.5,4,-0.1
Cc1nnc(NC(=O)/C=C/c2cccc(Cl)c2)s1,5,-0.2,-3,-0.1
Clc1ccc(-c2nc3c4c5c(sc4ncn3n2)CCCCC5)c(Cl)c1,4,0.0,-1,0.2
CC1N(C)c2cc(NC(=O)c3cccs3)ccc2C1(C)C (centres undefined),-73,0.0,9,0.0
CC1CCc2cc(F)ccc2N1C(=O)C1(c2cc(-c3cccs3)on2)CC1 (centres undefined),-6,-1.3,18,0.5
Cc1nc2c(c(=O)[nH]1)CN(CC(=O)N1CCN(c3ccccc3F)CC1)CC2,12,0.7,1,-0.1
O=C(CCN1C(=O)c2cccc3cccc(c23)C1=O)N1CCC(Cc2ccccc2)CC1,-2,3.3,4,1.1
CCOC(=O)C(C)(C(=O)OCC)c1ccc(C#N)c(C#N)c1,-3,1.4,9,0.1
CC(C)c1ccc(CNC(=O)C(=O)NCCc2ccccc2)cc1,10,-1.5,5,-0.1
NS(=O)(=O)c1ccc(N2CCN(c3ccc(O)cc3)CC2)c([N+](=O)[O-])c1,-3,-1.8,2,-0.2
CC1CN(CC(=O)NCCC2=CCCCC2)Cc2ccccc2O1 (centres undefined),3,0.5,-1,0.2
Cc1ccc(NC(=O)CN2CCCCCC2)c(Br)c1,-46,0.9,-4,-0.1
CNC(=O)CCCc1nnc2n(CCC(C)C)c(=O)c3sccc3n12,3,-1.8,13,0.2
COc1ccc(OC)c(Cn2c(O)c(/C=C3\C=CC=N3)c(=O)[nH]c2=O)c1,40*,2.1,6,-0.3
CC1=NS(=O)(=O)c2ccccc2N1Cc1cccc(F)c1,12,-0.8,14,0.2
Cn1c(C(=O)Nc2ccc3c(c2)OCCO3)cc2c(=O)n(C)c3ccccc3c21,-4,-0.7,-17,0.2
CSCCC(NC(=O)c1ccco1)C(=O)O (centres undefined),-4,0.6,-4,0.0
O=c1oc(-c2cccc3ccccc23)nc2sc3c(c12)CCCC3,8,-1.1,10,0.2
Cc1cccc(OCC(O)CN2CCCCC2C)c1 (centres undefined),5,-1.1,-15,0.0
COc1ccc(S(=O)(=O)N2CCN(CCNC(=O)c3ccc(OC(C)C)cc3)CC2)cc1,4,-0.4,7,0.2
CCN(CC)c1ccc(/C=N/NC(=O)C2C3CCCCC32)c(O)c1 (centres undefined),-3,4.0,-10,0.0
CN1C(=O)CC(C(=O)Nc2ccc(Cl)cc2)SC1=Nc1cc(Cl)c(O)c(Cl)c1 (centres undefined),-28,0.6,8,0.1
COc1ccc(C2C(C(C)=O)=C(C)N=c3s/c(=C\c4ccc(-c5ccc(Cl)c(C(=O)O)c5)o4)c(=O)n32)c(OC)c1 (centres undefined),0,0.6,5,-0.2
COc1ccc(C[C@@H]2NC(=O)[C@H]3CN(CC4CC4)CCN3C2=O)cc1,-2,0.9,6,0.1
CCCC(=O)Nc1nnc(S(=O)(=O)N2CCCCCC2)s1,-7,1.0,8,0.0
COc1ccc(C2CC(=O)C(C=NCCCO)=C(O)C2)cc1 (centres undefined),-9,0.3,-7,0.3
CC(=O)N1CCC(c2nc(-c3cccnc3)ncc2-c2ccccc2C)CC1,11,0.9,15,0.1
O=S(=O)(NCC(c1ccccc1)N1CCOCC1)c1ccccc1 (centres undefined),5,2.2,4,-0.1
CCOC(=O)c1c(CN2CCN(Cc3oc4ccc(O)cc4c3C(=O)OCC)CC2)oc2ccc(O)cc12,17,-0.5,13,0.1
CC(C)NC(=O)Cn1nnc(-c2ccc(NC(=O)c3ccc(Br)cc3)cc2)n1,-1,-0.2,-13,-0.1
CC1=CC(C)(C)N(C(=O)Nc2cccc([N+](=O)[O-])c2)c2cc(C)c(C)cc21,-6,3.7,-2,-0.1
COc1ccc(CN2CCC(C(=O)NC(C)C)CC2)cc1OC,1,3.4,-6,-0.2
COc1cc(-c2nnc(SCC(=O)c3cccs3)n2C)cc(OC)c1OC,-3,-1.0,1,0.1
Cc1ccnc(NC(=O)C2(c3cccs3)CCOCC2)n1,4,-0.1,13,0.8
COc1ccccc1-c1nnc(C2CCN(S(=O)(=O)c3ccc(C)cc3)CC2)o1,-4,2.6,0,-0.3

# A draw from above in order of heavy-atom count, ascending.
SMILES,TEAD-YAP inh,GPR151 ag,MITF inh,FBW7 act
Cc1cccc(OCC(O)CN2CCCCC2C)c1 (centres undefined),5,-1.1,-15,0.0
CC(=O)N1N=C(c2ccc(Cl)cc2Cl)OC12CCCC2,9,0.5,4,-0.1
CC1CN(CC(=O)NCCC2=CCCCC2)Cc2ccccc2O1 (centres undefined),3,0.5,-1,0.2

# (next part)
SMILES,TEAD-YAP inh,GPR151 ag,MITF inh,FBW7 act
C/C(=N\NC(=O)NC1CCCCC1)c1ccc(-n2ccnc2)cc1,3,0.2,11,0.1
CCSc1nc2c(c(=O)[nH]1)C(c1cccc([N+](=O)[O-])c1)C1=C(CCCC1=O)N2 (centres undefined),12,2.1,14,0.0
O=S(=O)(c1ccc(Br)cc1)n1c(SCc2cccc(F)c2)nc2ccccc21,-58,0.4,110*,0.1
CC(=O)Nc1ccc(S(=O)(=O)n2c(SCC(=O)Nc3ccc(Oc4ccccc4)cc3)nc3ccccc32)cc1Cl,4,0.5,0,0.0
NC(=O)c1c(NC(NC(=O)c2ccncc2)(C(F)(F)F)C(F)(F)F)sc2c1CCCC2,2,0.4,-1,-0.2
Cc1[nH]c2ccccc2c1/C=C/c1nc2ccccc2c(=O)n1-c1ccc([N+](=O)[O-])cc1,4,0.8,6,0.0
CCOC(=O)C1=C(C)NC2=C(C(=O)C(C(=O)OC)C(C)C2)C1c1ccc(C)c([N+](=O)[O-])c1 (centres undefined),-1,0.3,13,0.2
Cc1cc(NCCOc2ccccc2)nc(-c2ccc(C(N)=O)cc2)n1,-33,1.4,16,0.1
COc1ccccc1CC(=O)NNS(=O)(=O)c1ccc(Cl)cc1,-3,1.4,3,0.0
CNC(=O)[C@H]1O[C@@H](n2cnc3c(NCc4cccc(I)c4)nc(Cl)nc32)[C@@H](O)C1O (some centres undefined),.,1.1,-5,0.1
Cc1cc(=O)nc2c3ccccc3n(CC(=O)N(C)Cc3ccccc3)n12,-3,-0.2,2,-0.2
CC(C)CCCC(C)C1CCC2C3CC=C4CC(OC(=O)c5cccnc5)CCC4(C)C3CCC12C (centres undefined),-1,-0.4,4,0.0
COc1cccc(N(CC(=O)Nc2ccccc2Br)S(C)(=O)=O)c1,9,-1.0,-13,-0.2
COc1ccc(CN2CCc3nnc(CCNC(=O)C4CCC4)n3CC2)c(OC)c1,8,0.7,7,0.1
CC(=O)Oc1ccc(C2C(C(=O)OCC(C)C)=C(C)NC3=C2C(=O)CC(c2ccccc2)C3)cc1 (centres undefined),-2,0.6,-13,0.2
COc1ccc2nc(N3CCN(C(=O)c4ccno4)CC3)sc2c1,-11,-1.4,0,-0.1
Cc1[nH][nH]c(=O)c1C(c1ccc(OC(=O)c2ccccc2)cc1)c1c(C)[nH][nH]c1=O,7,0.1,-6,-0.1
Clc1ccc(C2CC(c3cccs3)n3nnnc3N2)cc1 (centres undefined),-5,-0.6,1,-0.1
CCC(=O)NC(Nc1sc2c(c1C#N)CCCCC2)(C(F)(F)F)C(F)(F)F,14,1.3,-5,-0.1
O=C(CSc1nc2ccccc2c(=O)n1CC1CCCO1)NC1CCCCC1 (centres undefined),8,-1.1,15,0.3
CC1=C(C(=O)Nc2ccccc2)C(c2ccc(F)cc2)N2C(=O)CSC2=N1 (centres undefined),9,0.1,-5,0.0
CC(=O)Nc1ccc(Nc2cc(Nc3nccc4ccccc34)ncn2)cc1,-5,-0.9,4,0.2
COCC#Cc1ccc([C@@H]2NC(C(=O)O)CC[C@H]2C)cc1 (some centres undefined),.,-0.6,3,-0.2
O=C(NCc1cccs1)C1CC12CCN(C1CCSC1)CC2 (centres undefined),1,-0.9,-7,0.6
NC(=O)c1oc2ccccc2c1NC(=O)c1cc2ccccc2oc1=O,-10,1.3,-75,0.1
COc1ccc(-c2nn(-c3ccccc3)cc2/C=C\C(=O)N2CCOCC2)cc1[N+](=O)[O-],-5,-0.5,6,0.1
CC(C)NS(=O)(=O)c1ccc(CCC(=O)O)cc1,-6,2.1,21,0.9
O=C1CCCC/C1=C/Nc1ccccc1C(=O)O,-7,2.7,4,0.0
COc1ccc(C2CC(=O)C3=C(C2)NC(C)=C(C(=O)OCC(C)C)C3c2cccc(Br)c2)cc1 (centres undefined),12,0.6,-2,0.1
CCOC(=O)c1c(CC(C)C)csc1NC(=O)C1CC1,7,0.8,9,-0.1
Cc1nn(CCC(N)=O)c(=O)c2cc3ccsc3n12,2,0.2,2,-0.1
COc1ccccc1-c1cnc2ccc(NCCc3ccccn3)nn12,-1,0.4,17,0.2
OC1CCN(c2ncnc3c(-c4ccccc4)nsc23)CC1,8,-0.3,1,-0.2
COc1ccc(OC(=O)c2cccc(C(=O)OC(C)C)n2)cc1,3,1.1,7,0.3
Cc1ccc(CN2CCc3nnc(CNC(=O)c4ccccc4)n3CC2)cc1,5,6.0*,6,0.2
COCC(C)NS(=O)(=O)c1ccc(Nc2ccc3c(c2)OCCO3)c([N+](=O)[O-])c1 (centres undefined),7,0.4,-4,-0.1
c1cncc(CNC2CCN(Cc3ccncc3)CC2)c1,9,-1.1,1,0.0
COCCNC(=O)C(OC(=O)c1cccs1)C(C)C (centres undefined),-2,-1.2,-2,0.1
CCCc1cc2c(=S)c(-c3ccc4c(c3)OCCO4)c(C)oc2cc1OC,-1,0.9,-14,0.3
CC(=O)c1ccc(OCC(=O)C23CC4CC(CC(C4)C2)C3)cc1,-1,-1.2,13,0.6
CC(NC(=O)c1c(F)cccc1F)C(c1cccs1)N1CCN(C)CC1 (centres undefined),4,-1.4,6,0.7
Cc1ccc(NC(=O)CSc2nc3ccccc3c(=O)n2NC(=O)c2ccc(F)cc2)cc1,41*,-3.5,7,0.6
Cc1cc(NC(=O)c2cccc([N+](=O)[O-])c2)ccc1I,-12,-0.3,20,0.5
CNc1oc(-c2ccco2)nc1S(=O)(=O)c1ccccc1,-7,-1.2,19,0.6
CCN(C(=O)Cc1c(C(=O)O)n(C)c2ccccc12)c1cccc(Cl)c1,-9,-0.5,-5,-0.2
Cc1c(C(=O)Nc2c(F)cc(F)cc2Br)sc2ncn(CC(=O)N3CCC(C)CC3)c(=O)c12,-3,-1.3,-9,0.0
O=C(Nc1nc(=O)c2cccnc2s1)c1ccccc1,-6,-1.0,-7,0.0
CC(=O)Nc1ccc(NC(=O)C2CC2C)cc1 (centres undefined),-1,0.9,2,-0.2
O=C(O)C1CCN(S(=O)(=O)c2cnc[nH]2)CC1,1,-0.6,-9,0.1
O=C(Nn1cnnc1)c1ccccc1,13,1.1,2,-0.1
CSc1ccccc1NC(=O)C(C)N(c1ccc(Cl)cc1)S(C)(=O)=O (centres undefined),-4,0.8,5,-0.1
Cc1ccc(C2=N/C(=C\c3ccccc3OC(=O)c3ccccc3Br)C(=O)O2)cc1,26,0.4,0,-0.1

# In the list so far, 11 contain a Cl atom:
SMILES,TEAD-YAP inh,GPR151 ag,MITF inh,FBW7 act
CC(=O)N1N=C(c2ccc(Cl)cc2Cl)OC12CCCC2,9,0.5,4,-0.1
Cc1nnc(NC(=O)/C=C/c2cccc(Cl)c2)s1,5,-0.2,-3,-0.1
Clc1ccc(-c2nc3c4c5c(sc4ncn3n2)CCCCC5)c(Cl)c1,4,0.0,-1,0.2
CN1C(=O)CC(C(=O)Nc2ccc(Cl)cc2)SC1=Nc1cc(Cl)c(O)c(Cl)c1 (centres undefined),-28,0.6,8,0.1
COc1ccc(C2C(C(C)=O)=C(C)N=c3s/c(=C\c4ccc(-c5ccc(Cl)c(C(=O)O)c5)o4)c(=O)n32)c(OC)c1 (centres undefined),0,0.6,5,-0.2
CC(=O)Nc1ccc(S(=O)(=O)n2c(SCC(=O)Nc3ccc(Oc4ccccc4)cc3)nc3ccccc32)cc1Cl,4,0.5,0,0.0
COc1ccccc1CC(=O)NNS(=O)(=O)c1ccc(Cl)cc1,-3,1.4,3,0.0
CNC(=O)[C@H]1O[C@@H](n2cnc3c(NCc4cccc(I)c4)nc(Cl)nc32)[C@@H](O)C1O (some centres undefined),.,1.1,-5,0.1
Clc1ccc(C2CC(c3cccs3)n3nnnc3N2)cc1 (centres undefined),-5,-0.6,1,-0.1
CCN(C(=O)Cc1c(C(=O)O)n(C)c2ccccc12)c1cccc(Cl)c1,-9,-0.5,-5,-0.2
CSc1ccccc1NC(=O)C(C)N(c1ccc(Cl)cc1)S(C)(=O)=O (centres undefined),-4,0.8,5,-0.1
